Assay outcomes deposited in PubChem BioAssay by several laboratories.
sdo1 growth: growth rescue of sdo1-depleted yeast, primary screen, S. cerevisiae, bone marrow failure model; AID 817, 2007; S. cerevisiae sdo1-depleted JHY4D growth rescue, OD600 30 h; stronger effect = higher value; pdr5 snq2 efflux-pump mutant strain; 140,000 tested, 0.21% active; z-score at 10 µM;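 active = z-score above 3 at both the 24 hr and the 30 hr optical density reads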;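 also: z-score against mean and SD of all compound wells on the same plate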
INS promoter inh: inhibitors of insulin promoter-driven GFP, primary screen, imaging, TRM-6 cells (human fetal islet line), eGFP reporter, cell count; reporter expression induced with tamoxifen; inhibition, % at 2 µM; 130,000 tested, 0.9% active; AID 1273, 2008;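 active = inhibition above the mean plus 3 SD, with well images judged a real hit on visual review, cut at about 60% in these data, passing the limit was not always enough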
sdo1 growth Rescue 24 h: also measured in sdo1 growth; calls as there; z-score; S. cerevisiae sdo1-depleted JHY4D growth rescue, OD600; measured here: growth rescue at 24 h;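 0 is the plate mean of compound wells and units are plate SD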
The depositor's hits bear a star; · = no result given; & = joins results of further samples; ! = not active in a repeat. The list is partial, so the mix of outcomes need not match the whole.

Preview, five compounds:
SMILES	sdo1 growth	sdo1 growth Rescue 24 h	INS promoter inh
Cc1cc(Cl)c(S(=O)(=O)NCCC(=O)O)cc1OCC(N)=O	0.78	-0.73	-197
C=CCn1cnc2c(c1=O)c1nc3ccccc3nc1n2/N=C/c1cc(OC)c(OC)c(OC)c1	-0.59	-0.15	0
CCOC(=O)COc1ccc(C(=O)NC2CCCCC2)cc1	-0.51	-0.69	0
Cc1ccc2c(c1)nnn2C1CCN(C(=O)c2cccs2)CC1	0.34	-0.34	67
CCOC(=O)C(Cc1ccccc1)C(=O)Nc1ccc(NC(=O)C(Cc2ccccc2)C(=O)OCC)cc1 (configuration not stated)	0.01	0.57	24

The listing, previewed entries included:
SMILES	sdo1 growth	sdo1 growth Rescue 24 h	INS promoter inh
Cc1cc(Cl)c(S(=O)(=O)NCCC(=O)O)cc1OCC(N)=O	0.78	-0.73	-197
C=CCn1cnc2c(c1=O)c1nc3ccccc3nc1n2/N=C/c1cc(OC)c(OC)c(OC)c1	-0.59	-0.15	0
CCOC(=O)COc1ccc(C(=O)NC2CCCCC2)cc1	-0.51	-0.69	0
Cc1ccc2c(c1)nnn2C1CCN(C(=O)c2cccs2)CC1	0.34	-0.34	67
CCOC(=O)C(Cc1ccccc1)C(=O)Nc1ccc(NC(=O)C(Cc2ccccc2)C(=O)OCC)cc1 (configuration not stated)	0.01	0.57	24
COc1cc2c(cc1OC)CN(C(C)C(=O)Nc1ccc(NC(C)=O)cc1)CC2 (configuration not stated)	0.65	-0.02	27
COC(=O)c1sc(C(=O)OC)c(C(=O)OC)c1C(=O)OC	0.74	0.56	-7
CCOC(=O)c1sc(=S)n(C)c1NC(=O)c1ccccc1Cl	0.28	1.6	·
Nc1nnc(SCC(=O)OCc2ccccc2)s1	-1.4	-1.8	12
COc1ccc(/C=N/OC/C(O)=C(\C#N)c2nc3ccccc3[nH]2)cc1	-0.64	1	·
CCC(=O)NCc1cc(-c2nn(C)c(=O)c3ccccc23)ccc1OC	·	·	27
O=C(Nc1ccc2nsnc2c1)N1CCCCCC1	0.04	-0.04	58
Cc1ccc2nc(SCC(=O)Nc3ccc4sc(C)nc4c3)c(C#N)cc2c1	-1	0.41	45
COc1ccc(N2CCN(C(=O)CN(Cc3ccc(Cl)cc3)S(C)(=O)=O)CC2)cc1	-0.17	0.35	-13
COc1cccc(Nc2nc(NCC3CCCO3)c3ccccc3n2)c1 (configuration not stated)	-1.8	-1.7	33
Nc1nc(Cl)cc(-c2ccccc2)n1	·	·	-39
Nc1c([N+](=O)[O-])c(=O)oc2ccccc12	·	·	-45
NC(=O)NC(=O)CSc1nc(C2CCCCC2)n(-c2ccccc2)n1	-0.64	-0.25	-3
CCCCc1ccc(NC(=O)CC(C)(C)C)cc1	-1.1	-1.8	42
CCOC(=O)/C(=N/Nc1ccccc1)N1CCCc2ccccc21	-1.1	-2	44
CC(C)(C)n1ncc2c(=O)n(Cc3ccc(Cl)c(Cl)c3)cnc21	·	·	-8
CCOC(=O)N1CCN(C(=O)CCNS(=O)(=O)c2ccc3c(c2)c(=O)n(C)c(=O)n3C)CC1	·	·	-293
Cn1c(C(O)c2ccccc2)nc(Cl)c1Cl (configuration not stated)	0.52	0.11	15
CCOC(=O)c1ccc2nc(C)c(CC)c(Cl)c2c1	·	·	0
Cc1cccc(C)c1NS(=O)(=O)c1ccc2c(c1)C(=O)c1ccccc1C2=O	-0.32	0.2	·
CC(C)CN(C(=O)CSc1nncn1-c1ccccc1)c1c(N)n(CC(C)C)c(=O)[nH]c1=O	·	·	-8
O=C(COc1ccccc1)Nc1ccccc1N1CCN(c2ccc(F)cc2)CC1	2	3.3	·
Cc1cccc(OCc2nc(-c3ccc(Br)o3)no2)c1	·	·	0
CC(/C=C/c1ccc2c(c1)OCO2)=N/NC(=O)CNc1ccc(C)cc1	·	·	-3
c1ccc(OCCSc2nc3ccccc3[nH]2)cc1	-0.09	-0.29	-53
O=C(O)CCC(C(=O)O)n1c(O)c(C2=c3ccccc3=NC2=O)sc1=S (configuration not stated)	1.7	1.3	·
O=C(NC1CCCc2ccccc21)C1CCN(c2nnc(-n3cccc3)s2)CC1 (configuration not stated)	-1.4	-1.2	-186
O=C(CO/N=C/c1ccccc1Cl)N1CCCc2ccccc21	-1.3	-1.2	·
Cc1occc1-c1nnc(SCC(=O)Nc2nc3ccccc3s2)o1	-0.77	-0.77	46
CC(=O)c1ccc(NC(=O)c2ccc3nc(-c4ccco4)c(-c4ccco4)nc3c2)cc1	-1.6	-0.34	4
COCCNC(=O)Cn1nc(-c2ccccc2OC)ccc1=O	0.81	0	·
CCN(CC)CCN1C(=O)Cn2c(C)c(C)c3cccc1c32	0.26	0.21	-16&-8
O=C(C1CCCO1)N(c1ccc(F)cc1)C1C=CS(=O)(=O)C1 (configuration not stated)	·	·	-111
CSc1cccc(NC(=O)CSc2nc3ccccc3o2)c1	-1.3	-0.58	·
O=C(Nc1nnc(SCc2ccccn2)s1)C1CC(=O)N(c2ccccc2)C1 (configuration not stated)	1.4	1.7	·
CNc1nc(-c2ccccc2)cc(C)c1S(C)(=O)=O	·	·	-16
COc1ccc(C(=O)Nc2cccc3c2C(=O)NC3=O)cc1S(=O)(=O)N1CCOCC1	0.56	1.1	·
COc1cc(OC)cc(C(=O)N[C@H](C(=O)OCC(N)=O)C(C)C)c1	0.24	0.14	-37
COc1ccc(NC(=O)CSc2ncc(-c3ccc(F)cc3)n2Cc2ccco2)cc1	-1.8	-2.5	-275
OC(COCc1ccc(Cl)cc1)CN1CCN(c2ccccn2)CC1 (configuration not stated)	0.44	-0.22	28
COc1cc2nc(NCC3CCCO3)n3nc(-c4cccnc4)nc3c2cc1OC (configuration not stated)	-0.48	-0.1	·
Cc1nc2nc(CSc3ccc(Cl)cc3)cc(=O)n2[nH]1	0.81	-0.35	11
O=C(NCCCN1CCCC1=O)NC1CCCCC1	0.94	0.76	42
O=C(NC1CCN(C(=S)NCc2ccco2)CC1)C12CC3CC(CC(C3)C1)C2	0.04	0.58	2
NC(=O)C1CCN(S(=O)(=O)c2cccc(S(=O)(=O)N3CCCCC3)c2)CC1	0.92	-0.03	38

Looked up by structure from above (3):
SMILES	sdo1 growth	sdo1 growth Rescue 24 h	INS promoter inh
O=C(NCCCN1CCCC1=O)NC1CCCCC1	0.94	0.76	42
NC(=O)C1CCN(S(=O)(=O)c2cccc(S(=O)(=O)N3CCCCC3)c2)CC1	0.92	-0.03	38
CNc1nc(-c2ccccc2)cc(C)c1S(C)(=O)=O	·	·	-16

(cont.)
SMILES	sdo1 growth	sdo1 growth Rescue 24 h	INS promoter inh
COc1ccc(NC(=O)c2cc(CN3C(=O)c4ccccc4C3=O)ccc2OC)cn1	-1.2	-0.4	·
CCCc1nc(SCC(=O)Nc2cc(C)on2)c2c(=O)n(C)c(=O)n(C)c2n1	-0.33	0.08	·
Fc1ccccc1Cn1nnc2c(NCCc3ccccn3)ncnc21	0.24	2.1	·
C[C@H]1CCC[C@]2(O[C@@H](CCO)C[C@H](O)[C@H]2O)O1	0.56	0.12	-30
Cc1ccc(C(=O)NCc2ccc3c(c2)OCO3)cc1N1CCCC1=O	0.06	-0.68	·
COc1cccc(-c2nc3ccc(O)cc3c(=O)o2)c1	-0.34	-0.28	-6
O=C(CNS(=O)(=O)c1ccccc1)NCC(=O)OCc1ccc(C(=O)c2ccccc2)cc1	0.81	0.18	34
Cc1ccc(-c2nnc(NC3CCCCC3)c3ccccc23)cc1S(=O)(=O)N1CCN(C)CC1	0.32	0.31	3
COc1ccc(C(=S)N2CCOCC2)cc1OS(=O)(=O)c1ccccc1[N+](=O)[O-]	-0.01	-0.27	-10
Cn1ncc2c(NNC(=O)c3ccccc3Cl)ncnc21	0.51	-0.34	6
O=C(/C=C\Nc1cccc(F)c1)c1ccc2c(c1)OCO2	0.57	0.7	28
O=c1c2c(-c3cccs3)csc2ncn1/N=C/c1ccc(OC(F)F)cc1	-0.27	0.49	-29
CCC(=O)Nc1cc(SCCO)cc([N+](=O)[O-])c1	0.09	-0.59	22
c1ccc2nc(N3CCOCC3)cnc2c1	-0.03	-0.2	-61
CC1CCN(S(=O)(=O)c2ccc3c(c2)oc(=O)n3CC(=O)N2CCc3ccccc3C2)CC1	-1.3	-0.79	·
COc1ccccc1N1C(=O)C2C3C=CC(C3)C2(C)C1=O (configuration not stated)	0.75	0.87	-15
CCn1nc(NC(=O)C2CCCO2)c2cc3cc(C)ccc3nc21 (configuration not stated)	·	·	11
O=C(CN1CCCCC1)Nc1nnc(-c2ccccc2)s1	-0.71	-1.2	-183
O=C(Nc1ccncc1)c1ccc(S(=O)(=O)Nc2ccccc2)cc1	·	·	0
O=C(COC(=O)CCc1nc2ccccc2n1-c1ccccc1)Nc1cccc(Cl)c1	-0.93	-0.53	·
Cc1ccc(N2C(=O)CSC2c2cccnc2)cc1F (configuration not stated)	0.21	-0.89	36
CN1C(=O)CC(Sc2ncccc2C(=O)O)C1=O (configuration not stated)	0.25	-0.04	-34
CCOC(=O)c1nnn(-c2nonc2N)c1COc1ccccc1	-0.42	-0.32	·
CCNS(=O)(=O)c1ccc(-c2ccc(-n3cnnn3)cc2)cc1	·	·	25
COc1cc(/C=C(\C#N)C(=O)NC2CCCCC2C)ccc1OS(=O)(=O)c1ccc(C)cc1 (configuration not stated)	-1.1	-0.43	·
CNc1oc(Cc2cccc3ccccc23)nc1C#N	-1.4	-1.2	59
CCNC(=O)/C(C#N)=C/c1c(N2CCOCC2)nc2ccccn2c1=O	0.45	-0.4	-6
CSCCC(NC(=O)OCc1ccccc1)C(=O)O (configuration not stated)	0.26	-0.32	48
CCCCN(C)Cc1c(C)[nH]c2c(Cl)cccc2c1=O	0.18	0.49	62
Cc1nc(N2CCOCC2)nc(OCCN2CCOCC2)c1[N+](=O)[O-]	0.8	0.44	·
Cc1ccc(SCC(=O)Nc2ccc(-c3nnc(-c4ccco4)o3)cc2)cc1	-1.6	-0.26	27
CC1CN(C2CC(C)(C)NC(C)(C)C2)CCC1=O (configuration not stated)	-0.31	-0.28	-27
COc1cccc(-c2nc(CS(=O)(=O)CC(=O)NC3CCCc4ccccc43)c(C)o2)c1 (configuration not stated)	-0.83	-1.2	·
CCOC(=O)Cc1csc(SCn2nnc3ccccc3c2=O)n1	0.44	0.58	·
CCOc1cc(-c2nc(-c3ccc(OC)cc3)no2)cc(OCC)c1OCC	-1	1.3	-36
O=C(C1CCC(CNc2c(N3CCOCC3)c(=O)c2=O)CC1)N1CCN(c2ccccc2)CC1 (configuration not stated)	0.2	-0.8	·
CC(=O)N1CCc2cc(S(=O)(=O)NC(CC(C)C)C(=O)N3CCc4ccccc4C3)ccc21 (configuration not stated)	-0.28	-0.4	·
COc1ccc(N2C(=O)CCC(C(=O)O)C2c2ccc(F)cc2)cc1 (configuration not stated)	-0.34	-0.86	·
O=C(c1cccnc1)N1CCN(C(=O)c2ccco2)CC1	0.08	-0.7	-174
c1ccc(-c2csc(Nc3nc(N4CCOCC4)nc(N4CCOCC4)n3)n2)cc1	-0.72	0.86	-36
CCCCOC(=O)C1[C@H]2C(=O)N(CCc3ccccc3)C[C@]23C=C[C@H]1O3 (some centres not stated)	1.5	1.7	14
CCSc1nc2ccccc2[nH]1	0.54&0.93	0.8&0.66	100*!
C=CCn1c(SCC(=O)Nc2ncc(Cc3ccc(Br)cc3)s2)nnc1-c1ccncc1	-0.67	0.28	·
CCOC(=O)c1ccc(CSc2n[nH]c(C)n2)o1	-0.26	-0.19	·
COc1ccc(C2CC(Cn3cc(C#N)c(=O)n(C)c3=O)ON2C)cc1 (configuration not stated)	·	·	25
C/C(=C\C(=O)C(F)(F)F)Nc1ccc(C(F)(F)F)cc1	1.6	2	41
Cc1cc(C)nc(NS(=O)(=O)c2ccc(-n3cccc3)cc2)n1	1.9	0.28	-37
O=C(CCC1COc2ccccc2O1)Nc1ccc(Cl)cn1 (configuration not stated)	-1.1	-0.8	-15
COc1ccc(S(=O)(=O)c2nnn(-c3cccc(OC)c3)c2N)cc1	·	·	40
CCn1c(=O)c(C(=O)NCc2cccnc2)c(O)c2ccccc21	-2.1	-1.5	-14
The list goes on:
SMILES	sdo1 growth	sdo1 growth Rescue 24 h	INS promoter inh
CCC(=O)Nc1ccc(NC(=O)c2c(C)nc3ccccn23)cc1	0.57	0.54	·
Cc1cc(=O)[nH]c(SCc2nc3ccccc3n2Cc2ccccc2)n1	0.5	1.1	27
CCOC(=O)c1nc(NCCc2ccccc2)sc1C	·	·	33
CC(C)=CC1C=C(C)C(C)C2C(=O)NNC(=O)C12 (configuration not stated)	1.5	1.6	23
CCCS(=O)(=O)N1CCN(c2ccccn2)CC1	0.89	1.3	3
O=C(c1ccco1)N1CCN(C(=O)c2cc(-c3ccccn3)nc3ccccc23)CC1	1.3	1.5	·
Cc1ccnc(NC(=O)CC(c2ccccc2)c2ccccc2)n1	·	·	-38
O=C(Nc1ccc(-c2nc3ccc(NC(=O)c4cccs4)cc3[nH]2)cc1)c1cccs1	0.75	3	-23
CCC(C)NCc1ccc(C(=O)OC)o1 (configuration not stated)	-0.17	-0.56	43
Cc1sc2ncnc(SCC(=O)N3c4ccccc4Sc4ccc(Cl)cc43)c2c1C	0.28	0.56	38
COc1cc2[nH]c(=O)n(CCCCCC(=O)NCCCN3CCCC3=O)c(=O)c2cc1OC	0.23	-0.63	·
COc1cccc(-c2noc(C(C)n3nc(C)c([N+](=O)[O-])c3C)n2)c1 (configuration not stated)	-0.59	-1.2	·
Cc1ccc(OC(=O)c2cccc(C(=O)Oc3ccc(C)cc3)n2)cc1	0.98	0.92	-33
CCOC(=O)CSc1nc2ccccc2n2cnnc12	1.6	1.8	-6
